Source: PubChem BioAssay (The Scripps Research Institute Molecular Screening Center)
ASK1 primary = inhibitors of human ASK1 kinase; inhibition, % at 7.44 µM; 22,000 tested, 0.99% active; AID 1159602; Q99683; AlphaScreen MKK6 phosphorylation by ASK1, luminescence; in the data active = inhibition above about 35%;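 note: 0% = median of compound wells and 100% = no enzyme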
Target sequence (Q99683 whole entry, looked up): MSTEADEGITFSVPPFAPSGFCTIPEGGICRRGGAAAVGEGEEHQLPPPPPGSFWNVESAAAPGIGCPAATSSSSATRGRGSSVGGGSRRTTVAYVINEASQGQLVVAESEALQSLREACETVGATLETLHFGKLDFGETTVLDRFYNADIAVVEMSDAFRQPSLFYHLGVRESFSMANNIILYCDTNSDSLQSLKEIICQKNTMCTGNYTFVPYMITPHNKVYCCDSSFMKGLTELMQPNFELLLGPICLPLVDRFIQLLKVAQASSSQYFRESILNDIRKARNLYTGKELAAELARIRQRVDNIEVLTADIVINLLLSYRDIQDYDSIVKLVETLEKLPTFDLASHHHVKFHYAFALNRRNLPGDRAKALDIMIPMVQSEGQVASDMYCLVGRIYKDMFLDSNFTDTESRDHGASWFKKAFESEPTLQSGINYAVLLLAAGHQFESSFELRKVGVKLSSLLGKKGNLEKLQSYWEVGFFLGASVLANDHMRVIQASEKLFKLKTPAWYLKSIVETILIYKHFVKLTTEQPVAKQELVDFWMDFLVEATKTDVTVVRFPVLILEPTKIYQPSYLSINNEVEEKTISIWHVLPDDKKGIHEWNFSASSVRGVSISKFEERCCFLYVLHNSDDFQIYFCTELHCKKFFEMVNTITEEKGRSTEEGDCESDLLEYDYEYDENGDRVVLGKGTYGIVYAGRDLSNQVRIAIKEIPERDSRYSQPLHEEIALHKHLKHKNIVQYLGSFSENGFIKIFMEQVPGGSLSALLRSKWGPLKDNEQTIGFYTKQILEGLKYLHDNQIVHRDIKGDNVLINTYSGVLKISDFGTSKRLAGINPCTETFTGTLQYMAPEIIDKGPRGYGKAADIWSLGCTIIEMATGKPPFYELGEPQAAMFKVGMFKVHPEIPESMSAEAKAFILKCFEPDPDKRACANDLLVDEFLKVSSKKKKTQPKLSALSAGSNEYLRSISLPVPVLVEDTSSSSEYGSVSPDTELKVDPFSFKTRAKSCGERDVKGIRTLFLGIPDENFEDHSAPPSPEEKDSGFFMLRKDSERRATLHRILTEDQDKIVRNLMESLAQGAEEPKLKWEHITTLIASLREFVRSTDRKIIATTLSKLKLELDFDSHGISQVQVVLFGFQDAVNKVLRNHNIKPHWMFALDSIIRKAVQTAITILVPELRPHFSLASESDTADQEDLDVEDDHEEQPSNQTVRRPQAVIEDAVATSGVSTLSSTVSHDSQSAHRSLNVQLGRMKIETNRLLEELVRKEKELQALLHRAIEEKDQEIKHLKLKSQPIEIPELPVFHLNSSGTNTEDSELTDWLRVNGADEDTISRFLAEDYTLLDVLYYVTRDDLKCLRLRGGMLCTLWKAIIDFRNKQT
ULK1 primary = inhibitors of human ULK1 kinase; O75385; AlphaScreen Atg13 phosphorylation by ULK1, luminescence; inhibition, % at 5.96 µM; 30,000 tested, 1.9% active; AID 1259251; in the data active = inhibition above about 43%;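 note: 0% = median of compound wells and 100% = no enzyme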
Numbers without * were called inactive.

Screening Cc1cc(-n2c(C)nc3ncccc3c2=O)ccc1NC(=O)c1c(F)cccc1F returned ULK1 primary 2.8.
`Cc1ncn(-c2ccc(Nc3nccc(-c4cc(OC(F)(F)F)cc(N5CCOCC5)c4)n3)cc2)n1` gave ASK1 primary -30.6 and ULK1 primary -10.9.
For c1ccc(-n2cnc3c(Nc4ccc(N5CCOCC5)cc4)nc(Nc4ccncn4)nc32)cc1 the results were ASK1 primary -4.3 and ULK1 primary -6.9.
CC(C)N(CCNc1ccnc(Nc2cccc(N(C)C)c2)n1)C(C)C was read as ASK1 primary 0.9 and ULK1 primary 4.1.
For Cc1cc(C#N)cc(C)c1Oc1nc(Nc2ccc(C#N)cc2)nc(N)c1Br the results were ULK1 primary -31.4.
`CN1CCN(C(=O)c2ccc(-c3nc4ccc(C(=O)NCCN5CCOCC5)cc4s3)cc2)CC1` gave ASK1 primary 5.7 and ULK1 primary -0.4.
COc1cc(Nc2nc3ccc(C(=O)NC4CC4)cc3s2)cc(OC)c1OC was read as ASK1 primary -13.0 and ULK1 primary -0.8.
`COc1cccc(CN(CCCN2CCN(C)CC2)C(=O)c2cc3ccc(-c4cn[nH]c4)cc3[nH]2)c1` gave ASK1 primary 1.9 and ULK1 primary -2.2.
Screening O=C(NCc1cccc(C(F)(F)F)c1)c1cc(NCc2ccc3c(c2)OCO3)nc2ccccc12 returned ASK1 primary -16.9 and ULK1 primary -8.9.
c1ccc(-c2ccnc(Nc3ccc(-c4ncn[nH]4)cc3)n2)cc1 was read as ASK1 primary -16.1 and ULK1 primary -10.2.
For O=C(NCc1nc2ccccc2[nH]1)c1ccnc(Nc2ccc3ncccc3c2)c1 the results were ASK1 primary -6.1 and ULK1 primary -4.4.
`Cc1cc(NCCCN2CCCC2=O)nc(Nc2ccc(-n3ccnc3)cc2)n1` gave ASK1 primary 0.8 and ULK1 primary 5.2.
For O=C(NC1CCN(Cc2ccccc2)CC1)c1cccc(NCc2ccc3c(c2)OCO3)n1 the results were ASK1 primary 1.7 and ULK1 primary 0.9.
For Cc1ccc2c(c1)CC(C(=O)Nc1ccc(-c3cn[nH]c3)cc1)CO2 (centres undefined) the results were ASK1 primary 4.7 and ULK1 primary -7.6.
Screening O=C(NCc1nc2ccccc2[nH]1)c1ccc2nc(N3CCN(Cc4ccc5c(c4)OCO5)CC3)sc2c1 returned ASK1 primary -1.9 and ULK1 primary -0.3.
Screening CC(C)N(CCNC(=O)Cc1cn(-c2ccc(Nc3ccccc3)nn2)c2ccccc12)C(C)C returned ASK1 primary -6.9 and ULK1 primary 0.3.
`CC(=O)Nc1ccc(Nc2cc(C)nc(Cl)n2)cc1` gave ASK1 primary -7.7 and ULK1 primary 3.2.
Screening OCC1CCCN1c1cc(NCc2nc3ccccc3[nH]2)ncn1 (centres undefined) returned ASK1 primary -4.9 and ULK1 primary -9.2.
For CCCN1CCc2nc(NC(=O)c3ccc4ccccc4c3)sc2C1 the results were ULK1 primary 3.4.
`CC(=O)c1cccc(-c2ccc(C(=O)Nc3ccccc3)s2)c1` gave ASK1 primary -3.2 and ULK1 primary 2.9.
`O=C(O)C1CCCN(c2ccc([N+](=O)[O-])cc2[N+](=O)[O-])C1` (centres undefined) gave ULK1 primary 8.2.
CCOC(=O)Cn1c(=O)c2c(OCC)c(C)cnc2n(C)c1=O was read as ULK1 primary 4.8.
For CCc1c(C)nc(-n2nc(C)cc2C)n(CC(=O)Nc2c(C)cc(C)cc2C)c1=O the results were ULK1 primary 5.0.
For Clc1nc(NCCOc2ccccc2)c2[nH]cnc2n1 the results were ASK1 primary 7.9 and ULK1 primary 4.3.
CNC(=O)c1ccccc1Nc1cc(Nc2ccc(-c3cncnc3)cc2OC)ncc1C(F)(F)F was read as ASK1 primary -8.3 and ULK1 primary 86.2*.
COc1cc2nc(Nc3cccc(N(C)C)c3)nc(NCCO)c2cc1OC was read as ASK1 primary 14.3 and ULK1 primary 8.1.
COc1ccc(Nc2ccc3c(cnn3-c3cccc(C(=O)NCCCN4CCOCC4)c3)c2)cc1 was read as ASK1 primary 20.6 and ULK1 primary -29.7.
For Cc1cc(NC2CCN(Cc3ccccc3)CC2)nc(Nc2ccc(C(F)(F)F)cc2)n1 the results were ASK1 primary -8.7 and ULK1 primary 0.1.
O=C(NCCOc1ccccc1)c1ccc2nc(N3CCc4ccccc4C3)sc2c1 was read as ASK1 primary 3.0 and ULK1 primary -2.9.
For O=C(O)C1CCC1 the results were ULK1 primary -6.8.
For CN(C)CCCNC(=O)c1ccc2c(c1)CC(c1nc3ccc(-c4cn[nH]c4)cc3s1)CO2 (centres undefined) the results were ASK1 primary -3.8 and ULK1 primary 9.1.
`c1ccc2c(c1)OCC(c1nc3ccc(-c4ccncn4)cc3[nH]1)O2` (centres undefined) gave ASK1 primary -17.1 and ULK1 primary 3.2.
COc1cc(Nc2nc3c(NCCO)ncnc3n2C(C)C)cc(OC)c1OC was read as ASK1 primary 6.6 and ULK1 primary -0.6.
CCN(CC)c1nc(NCCO)nc(NCCCN2CCCC2=O)n1 was read as ASK1 primary -3.3 and ULK1 primary -0.4.
Screening CN1CCN(C(=O)c2ccc(-c3nc(NC4CC4)c4ncn(C5CCCCC5)c4n3)cc2)CC1 returned ASK1 primary -5.5 and ULK1 primary -8.5.
For NC(=O)c1ncn([C@@H]2O[C@H](CO)[C@@H](O)[C@H]2O)n1 the results were ULK1 primary -2.2.
COc1ccc(CCNc2nc(N3CCc4ccccc4C3)nc3c2ncn3Cc2ccc(C(F)(F)F)cc2)cc1 was read as ASK1 primary 25.4 and ULK1 primary 4.7.
NC(=S)N=Nc1c(O)[nH]c2ccc(I)cc12 was read as ULK1 primary 8.1.
For CCNc1nc(NCc2ccccc2)c2ncn(-c3ccccc3)c2n1 the results were ASK1 primary -18.7 and ULK1 primary 4.0.
Screening c1cncc(CN2CCN(Cc3cccnc3)CC2)c1 returned ULK1 primary 0.4.

Random excerpt: 2 records from the list, in no set order.
For CCNc1nc(NCc2ccccc2)c2ncn(-c3ccccc3)c2n1 the results were ASK1 primary -18.7 and ULK1 primary 4.0.
CNC(=O)c1ccccc1Nc1cc(Nc2ccc(-c3cncnc3)cc2OC)ncc1C(F)(F)F was read as ASK1 primary -8.3 and ULK1 primary 86.2*.

Following part
COc1cc(CNc2ncc(-c3ccc(F)cc3)n2C)cc(OC)c1O was read as ULK1 primary 2.4.
For COc1ccc(CCNC(=O)c2ccnc(Nc3ccncc3)c2)cc1 the results were ASK1 primary -1.8 and ULK1 primary -27.3.
`CN1CCN(C(=O)c2ccc(-c3nc4ccc(C(=O)NCCCN5CCCC5=O)cc4s3)cc2)CC1` gave ASK1 primary -18.2 and ULK1 primary -9.0.
Screening COc1ccc(CCNC(=O)c2csc(-c3ccc(OC)nc3)n2)cc1 returned ASK1 primary -11.7 and ULK1 primary -2.2.
For O=C(O)c1cccc(-n2ncc3cc(Nc4ccccc4)ccc32)c1 the results were ASK1 primary -4.6 and ULK1 primary -9.0.
CN(C)CCOc1cc(-c2cn[nH]c2)ccc1NC(=O)C(O)c1ccc(Br)cc1 (centres undefined) was read as ASK1 primary -12.2 and ULK1 primary 2.4.
`COc1ccc(CCNc2nc(-c3ccc(C(=O)N4CCN(C)CC4)cc3)nc3c2ncn3-c2ccccc2)cc1` gave ASK1 primary 16.0 and ULK1 primary -26.6.
`CCOC(=O)Nc1cc(C)nn1-c1nc2c(c(=O)[nH]1)CCC2` gave ULK1 primary 4.3.
For CC(C)n1c(Nc2cccnc2)nc2c(NCc3nc4ccccc4[nH]3)ncnc21 the results were ASK1 primary -6.1 and ULK1 primary 1.7.
`Cc1cnc(Nc2ccc(-n3ccnc3)cc2)nc1NC1CC1` gave ASK1 primary 9.0 and ULK1 primary 52.3*.
Screening O=C(Cc1cn(-c2ccc(Nc3ccc(C(F)(F)F)cc3)nn2)c2ccccc12)NC1CCN(Cc2ccccc2)CC1 returned ASK1 primary 11.7 and ULK1 primary 17.5.
`CS(=O)(=O)c1ccc(-c2ccnc(NC3CCCCC3)n2)cc1` gave ASK1 primary -5.8 and ULK1 primary -4.0.
For CC1CCN(CCCC(=O)c2ccc(F)cc2)CC1 the results were ULK1 primary 0.5.
CC(=O)Nc1ccc(Nc2nc(N3CCCC3CO)nc3nc[nH]c23)cc1 (centres undefined) was read as ASK1 primary -7.8 and ULK1 primary -4.0.
For CC(=O)Nc1ccc(Nc2cc(NCCCN3CCCC3=O)nc(N)n2)cc1 the results were ASK1 primary -4.7 and ULK1 primary 2.1.
CC(Oc1ccc(Cl)cc1Cl)C(=O)NNC(=O)C(=O)NCCO (centres undefined) was read as ULK1 primary 11.0.
COc1ccc(C(=O)Nc2cc(Nc3ccccc3C(N)=O)ccn2)cc1 was read as ASK1 primary -15.4 and ULK1 primary -4.6.
For CCOc1ccc(-c2cc(=O)c3ccc(NC(=O)c4ccccc4C)cc3o2)cc1 the results were ULK1 primary 5.2.
For CN1CCN(C(=O)c2ccc(-c3nc(Nc4ccc(N5CCOCC5)cc4)c4ncn(CCN5CCCC5=O)c4n3)cc2)CC1 the results were ASK1 primary 8.4 and ULK1 primary -1.2.
For CNC(=O)c1ncccc1Nc1cc(Nc2ccc3c(c2)CCC(=O)N3)ncc1C(F)(F)F the results were ASK1 primary -5.9 and ULK1 primary 47.5*.

A section of the results above:
`CC(=O)Nc1ccc(Nc2cc(C)nc(Cl)n2)cc1` gave ASK1 primary -7.7 and ULK1 primary 3.2.
Screening OCC1CCCN1c1cc(NCc2nc3ccccc3[nH]2)ncn1 (centres undefined) returned ASK1 primary -4.9 and ULK1 primary -9.2.
For CCCN1CCc2nc(NC(=O)c3ccc4ccccc4c3)sc2C1 the results were ULK1 primary 3.4.
`CC(=O)c1cccc(-c2ccc(C(=O)Nc3ccccc3)s2)c1` gave ASK1 primary -3.2 and ULK1 primary 2.9.
`O=C(O)C1CCCN(c2ccc([N+](=O)[O-])cc2[N+](=O)[O-])C1` (centres undefined) gave ULK1 primary 8.2.
CCOC(=O)Cn1c(=O)c2c(OCC)c(C)cnc2n(C)c1=O was read as ULK1 primary 4.8.
For CCc1c(C)nc(-n2nc(C)cc2C)n(CC(=O)Nc2c(C)cc(C)cc2C)c1=O the results were ULK1 primary 5.0.
For Clc1nc(NCCOc2ccccc2)c2[nH]cnc2n1 the results were ASK1 primary 7.9 and ULK1 primary 4.3.
CNC(=O)c1ccccc1Nc1cc(Nc2ccc(-c3cncnc3)cc2OC)ncc1C(F)(F)F was read as ASK1 primary -8.3 and ULK1 primary 86.2*.
COc1cc2nc(Nc3cccc(N(C)C)c3)nc(NCCO)c2cc1OC was read as ASK1 primary 14.3 and ULK1 primary 8.1.
COc1ccc(Nc2ccc3c(cnn3-c3cccc(C(=O)NCCCN4CCOCC4)c3)c2)cc1 was read as ASK1 primary 20.6 and ULK1 primary -29.7.

Next results follow.
`COc1ccc(-c2cnc(Oc3ccc(F)cc3)nc2)cc1` gave ULK1 primary 8.3.
For Cc1noc(C)c1-c1nc(NCCO)c2ncn(-c3ccsc3)c2n1 the results were ASK1 primary 7.8 and ULK1 primary -2.0.
`O=S(=O)(O)NC1CCCCC1` gave ULK1 primary 10.9.
For NC(=O)c1ccc(-c2nc(C(N)=O)cs2)cc1 the results were ASK1 primary 17.2 and ULK1 primary -10.8.
Screening CCOC(=O)CSc1nnc2n1CCN2c1ccc(OC)cc1 returned ULK1 primary -2.7.
c1cc(-c2ccnc(Nc3ccc(-n4ncnn4)cc3)n2)cc(N2CCOCC2)c1 was read as ASK1 primary 0.9 and ULK1 primary -9.5.
For CCCNc1nc(Nc2ccc(-n3ccnc3)cc2)ncc1C the results were ASK1 primary -6.9 and ULK1 primary 31.6.
COc1cc(C(=O)OCCCN2CCCN(CCCOC(=O)c3cc(OC)c(OC)c(OC)c3)CC2)cc(OC)c1OC was read as ULK1 primary -3.9.
Screening c1ccc(OCCNc2ccnc(-c3csc4ccccc34)n2)cc1 returned ASK1 primary -22.6 and ULK1 primary -27.4.
`NC(=O)c1ccc(-c2cc(NC3CCN(Cc4ccccc4)CC3)ncn2)cc1` gave ASK1 primary -6.6 and ULK1 primary 1.4.
Screening CCCNC(=O)c1ccnc(N2CCN(c3ccccn3)CC2)c1 returned ASK1 primary -3.0 and ULK1 primary 3.1.
CS(=O)(=O)c1cc(-c2ccnc(Nc3ccc(-n4cnc(-c5ccccn5)n4)cc3)n2)cc(N2CCOCC2)c1 was read as ASK1 primary -11.4 and ULK1 primary -4.7.
`CC1CN(c2[nH]c(=O)n(C)c(=O)c2Cc2ccc(S(C)(=O)=O)cc2)CC(C)O1` (centres undefined) gave ULK1 primary 3.5.
For COc1ccc(CCNc2cc(N3CCN(c4ccccn4)CC3)nc(N)n2)cc1 the results were ASK1 primary -0.1 and ULK1 primary 8.7.
For CC(=O)Nc1ccc(NC(=O)c2cnc(NCc3cccnc3)s2)cc1 the results were ASK1 primary 2.3 and ULK1 primary 4.9.
For O=C(NCCOc1ccccc1)c1cc(NCc2ccc3c(c2)OCO3)nc2ccccc12 the results were ASK1 primary 1.9 and ULK1 primary 5.6.
Screening N[C@@H](Cc1ccc(Br)cc1)C(=O)N1CCC(Nc2ccc3cn[nH]c3c2)CC1 returned ASK1 primary -14.9 and ULK1 primary 3.4.
For COc1ccc(Cl)cc1NC(=O)CSc1nccn1C1CCCC1 the results were ULK1 primary -10.0.
For CCN(CC)C(=O)C1CCCN(c2nc(Nc3ccc(N4CCOCC4)cc3)c3ncn(Cc4ccc(C(F)(F)F)cc4)c3n2)C1 (centres undefined) the results were ASK1 primary 56.0* and ULK1 primary -17.4.
Screening O=C(N/N=C/c1ccc(F)cc1)C1CC(=O)N(c2ccccc2)C1 (centres undefined) returned ULK1 primary 1.0.
For Nc1cccc(-c2nc(Nc3ccc(N4CCOCC4)cc3)c3ncn(CCN4CCCC4=O)c3n2)c1 the results were ASK1 primary 11.6 and ULK1 primary -6.6.
For O=C(O)CCC(=O)Nc1ccc(S(=O)(=O)N2CCOC3CCCCC32)cc1 (centres undefined) the results were ULK1 primary -4.5.
`O=C1NC(=S)S/C1=C\c1cc2c(cc1Cl)OCO2` gave ULK1 primary 5.5.
Screening CCCNC(=O)c1ccc2nc(N3CCN(Cc4ccc5c(c4)OCO5)CC3)sc2c1 returned ASK1 primary 3.9 and ULK1 primary -13.9.
O=C(NCc1cccc(F)c1)Nc1ccc(-c2cn[nH]c2)cc1 was read as ASK1 primary 5.9 and ULK1 primary -6.2.

Not a hit list; overall some 2.4% were active at least once.
